# Screens as filed in PubChem.
# Wnt act = activates Wnt/beta-catenin signaling in a reporter cell assay; activator, plate reader; activation, % at 9.35 µM; 300,000 tested, 1.2% active; AID 743398; in the data active = activation above about 30%, passing the limit was not always enough;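 note: 0% = neutral control wells and 100% = positive control wells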
# An asterisk follows results filed as active. The list is partial; rates above refer to the full screens.
SMILES,Wnt act
CCCCCNC(=O)C(c1ccncc1)n1c(=O)c(-c2cc3ccccc3[nH]2)nc2ccccc21 (configuration not stated),-3
Cc1ccc(C(O)c2ncc(-c3ccccc3C)[nH]2)cc1 (configuration not stated),12
CC(C)Oc1cc(F)ccc1-c1cc(C(=O)NCC2CCCCC2)[nH]n1,-4
CCOC(=O)[C@]12CCCC=C1N(CCC1=CCCCC1)C(=O)[C@H](CC(=O)N1CCSCC1)C2,-2
COC(=O)C1(C(=O)OC)C/C=C\CCN(S(=O)(=O)c2ccccc2[N+](=O)[O-])CC1,-2
CC(C)C[C@H]1CN(CCCC[C@H]2CNC(=O)C(=O)N2CC2CCCCC2)C(=O)C(=O)N1CC1CCCCC1,-2
COc1cccc(C(NC(C)=O)c2nc(-c3cnn(C)c3)cs2)c1 (configuration not stated),-1
N#CCN1CCC(c2cc(-c3ccco3)n[nH]2)CC1,-13
O=C(Nc1ccc2c(c1)OCO2)c1ccc2sc([C@H]3C[C@H](O)[C@@H](CO)O3)nc2c1,23
COc1ccccc1C=C(C(=O)c1ccccc1)c1ccccc1,-1
CC(C)C[C@H]1CN([C@@H](CC(C)C)CN2CCC[C@H]2CN2C(=O)C(=O)NC[C@@H]2Cc2ccc(O)cc2)C(=O)C(=O)N1CC1CCCCC1,-4
COc1ccc(C(=O)N2CCCCC2c2cc(C(=O)NCc3ccc(F)cc3)no2)cc1 (configuration not stated),-1
COc1ccccc1N1C(=O)[C@@H]2[C@H](C1=O)[C@H](C(=O)c1ccc(OC(C)=O)cc1)N1N=CC=C[C@@H]21,0
Cc1cc(Cl)ccc1-c1nc(NC(C)C)nc2ccsc12,0
Cc1nc2c(OCc3cc(Cl)cc(Cl)c3)cccn2c1N(C)C(=O)CCC1CCCC1,-8
CSc1ncc(Cl)c(C(=O)Nc2sc3c(c2C(=O)NCc2ccco2)CCCC3)n1,-2
COC(=O)C1=C(C)N(Cc2ccccc2C(F)(F)F)C(=NCc2ccc(C(F)(F)F)cc2)NC1c1ccc(Cl)cc1 (configuration not stated),-14
COc1ccc(OC)c(NC(=O)Nc2nnc([C@@H]3O[C@H](CO)[C@@H](O)[C@H]3O)s2)c1,-1
Cn1c(=O)c2cc(NC(=S)NC3CCCCC3)ccc2n1-c1ccccc1,-5
CC(=O)c1ccc(Nc2nc(C(N)CC(C)C)cs2)cc1 (configuration not stated),3
CCc1nc2ccc(C(=O)NCCCn3ccnc3)cn2c1N(CC)CCN(C)C,-1
COC(=O)[C@]12C[C@H](CC(=O)N3CCOCC3)C(=O)N(CCC3=CCCCC3)C1=C[C@H](COCc1ccccc1)O[C@@H]2C,-7
CCOC(=O)CC1(CCc2ccccc2)Oc2ccccc2N1S(=O)(=O)c1ccc(C)cc1 (configuration not stated),-3
CC(C)(C)OC(=O)N1CCC2CCN(S(=O)(=O)c3ccccc3)CC21 (configuration not stated),0
CCO/C(C)=N/Oc1cc(OC)cc(OC)c1,-4

# (cont.)
SMILES,Wnt act
O=C(c1cnn(C(=O)c2ccc(O)cc2)c1)c1ccccc1O,4
CCCC(=O)N1CCC1(C)C(=O)NS(=O)(=O)c1ccc(F)cc1F (configuration not stated),1
Cc1ccc(N2CCN(C(C(=O)Nc3c(C)cccc3C)c3cccc(F)c3)CC2)cc1 (configuration not stated),-4
Cc1cccc(S(=O)(=O)NC(=O)C2(C)CCN2C(=O)c2sccc2C)c1 (configuration not stated),-1
O=C(NCC1CC1)c1csc(COCCO)n1,-3
CC1(C(=O)Nc2cccc3ncccc23)CCN1C(=O)CCc1ccccc1 (configuration not stated),-1
COc1cccc(-c2cc(CNC(=O)[C@H]3O[C@@H](n4cnc5c(N)ncnc54)[C@H](O)[C@@H]3O)no2)c1,-1
CCOC(=O)N[C@H](C(=O)N1CCC[C@H]1C(=O)NCCc1ccccc1Cl)c1ccccc1,-3
C#CCn1c2ccccc2c(=O)n1C(C)CBr (configuration not stated),6
c1ccc(Nc2nnc(-c3ccc4c(c3)OCO4)o2)cc1,-2
COc1ccc(C=C2SC(=S)N(CCCC(=O)Nc3ccc(C(=O)O)c(O)c3)C2=O)cc1OC,-2
Cc1ccccc1S(=O)(=O)N(C)C[C@H]1OCc2cn(nn2)CCCC(=O)N([C@H](C)CO)C[C@@H]1C,-1
C=CCN=C1NC(c2cccc(Cl)c2)C(C(=O)OC)=C(C)N1C (configuration not stated),27
COc1ccc(C(C(=O)Nc2ccc(F)cc2)N2CCN(CC(=O)N3CCCC3)CC2)cc1 (configuration not stated),0
CC(C)N(C(=O)Nc1ccc2nsnc2c1)C(C)C,-2
O=C(NCc1ccccc1)C(C1CC1)n1c(=O)c(-c2ccco2)nc2ccccc21 (configuration not stated),-5
CC1(C(=O)NCc2ccc3c(c2)OCO3)CCN1C(=O)Cc1ccc(Cl)cc1Cl (configuration not stated),-2
CN1CCCCC(NC(=O)c2ccc(F)c(F)c2)C1=O (configuration not stated),13
CCOc1cc(OCC)cc(C(=O)N2CCC[C@@H]2C(=O)N2CCC[C@H]2C(=O)NCc2ccccc2)c1,0
CCOC(=O)C1CSCCS(=O)(=O)N1Cc1ccc(F)cc1 (configuration not stated),-1
CC(C)C[C@H]1CNC(=O)C(=O)N1CC1CCN(CCC(C)c2ccccc2)CC1 (some centres not stated),-2
Cc1ccccc1-c1cc2nc(NCc3ccccc3)n(C)c(=O)c2s1,0
COc1cc2c(c(O)c1OC)C1Cc3ccc(OC)c(OC)c3CN1CC2 (configuration not stated),-1
O=C(NC1CCCCC1)C(c1ccc(C(F)(F)F)cc1)n1c(=O)c(-c2ccccc2)nc2ccccc21 (configuration not stated),-4
CC1Sc2ccc(C#N)cc2N(Cc2cccc(C(F)(F)F)c2)C1=O (configuration not stated),-1

# Other records.
SMILES,Wnt act
O=C(C[C@@H]1C=C[C@@H](NC(=O)c2cccnc2)[C@@H](CO)O1)NCc1ccncn1,-2
CCOC(=O)C1(C)CCN1C(=O)c1ccccc1C (configuration not stated),-1
CC(=O)Nc1cccc(Oc2nc(NCC3CC3)nc3ccsc23)c1,-5
O=C1O[C@@H](c2ccccc2)C[C@@H](O)C(=O)CCCc2ccccc21,2
c1ccc(-c2nc3ccccc3n2C(c2ccccc2)c2nc3ccccc3[nH]2)cc1 (configuration not stated),2
COc1ccc(C(C)(NC(C)=O)c2nc(-c3ccc(F)c(Cl)c3)cs2)cc1 (configuration not stated),0
COc1ccc(C2=Nc3ccccc3NC(=O)C2N(C(=O)c2ccnc3ccccc23)c2ccccc2)cc1 (configuration not stated),3
O=C(O)c1ccc(-c2nn3c(=O)cc(N4CCNCC4)nc3s2)cc1,-3
OC(c1ccccc1)c1nc(-c2ccc3c(c2)OCO3)cs1 (configuration not stated),-3
CCC(=O)N1CCCC(C(=O)NCc2ccc(C(C)C)cc2)CC1 (configuration not stated),-1
N#Cc1ccc(-c2nc3ccc(Br)cn3c2Cc2cccc(Cl)c2)cc1,17
COCCNC(=O)C1C(=O)Nc2ccccc2C(=O)N1C1CCCC1 (configuration not stated),-3
C[C@@H]1CCCCO[C@H](CN(C)C(=O)CCC(F)(F)F)[C@H](C)CN([C@@H](C)CO)C(=O)c2cc(NS(=O)(=O)c3ccc(Cl)cc3)ccc2O1,-4
CC(C(=O)NC(C)(C)C)n1c(C(c2ccccc2)c2ccccc2)nc2ccccc21 (configuration not stated),-4
CCCS(=O)(=O)NC(=O)C1(C)CCCN(C(=O)COc2ccccc2)C1 (configuration not stated),0
CC(=O)NC(c1cccc(F)c1)c1nc(-c2ccoc2)cs1 (configuration not stated),-1
CC(=O)Nc1ccc(NC(=O)c2cc(-c3cc(F)ccc3OCC3CCCO3)n[nH]2)cc1 (configuration not stated),-6
Cc1cccc(C)c1-n1nnnc1C(c1ccnc2ccccc12)N(Cc1ccccc1)Cc1ccccc1 (configuration not stated),-2
COc1ccc(OC)c(NC(=O)COc2cc(O)c3c(c2)OC(C)(C)CC3=O)c1,-1
OC(c1ccc(F)c(F)c1)c1nc(-c2cccc(C(F)(F)F)c2)cs1 (configuration not stated),-3
COc1ccc(-c2cc(NC(=O)Cc3c[nH]c4ccccc34)ccc2Nc2cccnc2)cc1F,-1
COc1ccc(Nc2nc3cc(-c4sccc4C)sc3c(=O)n2C)cc1OC,-3
C=CCN=C1NC(c2ccccc2C(F)(F)F)C(C(=O)OC)=C(C)N1Cc1ccccc1C(F)(F)F (configuration not stated),-4
CCN=C1NC(c2cccc(Cl)c2)C(C(=O)OC)=C(C)N1Cc1ccc(C(F)(F)F)cc1 (configuration not stated),-3
O=C1c2ccccc2C(c2nnnn2-c2ccc3c(c2)OCCO3)N1CCc1ccc(O)cc1 (configuration not stated),-3

# The results go on.
SMILES,Wnt act
O=S1(=O)C[C@H](N2CCN(CC3CC3)CC2)[C@@H](COCc2ccccc2)N1,0
Cc1cccc(C)c1C(O)c1ncc(-c2ccccc2Cl)[nH]1 (configuration not stated),-1
COc1ccccc1OCCn1nc2ccccc2c1OC,-2
Cc1cccc(C)c1-n1nnnc1C(c1ccnc2ccccc12)N1CCOCC1 (configuration not stated),-2
Nc1[nH]c(C(=O)c2ccc(Br)cc2)c(-c2ccccc2Cl)c1C(=O)NCCc1c[nH]c2ccccc12,-3
COc1ccc(Cl)cc1Cn1c(C)c(C(=O)NCc2ccc(F)cc2)sc1=O,-6
CCCCCNC(=O)C(c1ccncc1)n1c(=O)c(-c2ccco2)nc2ccccc21 (configuration not stated),0
CCCc1nc2ccccc2n1C(CCSC)C(=O)NC(C)(C)C (configuration not stated),-1
Cn1c(=O)c2cc(NC(=O)CCc3ccc4c(c3)OCO4)ccc2n1Cc1ccc(F)cc1,-3
CCCCC(=O)N(C)c1c(CC)nc2c(OCc3ccc(Cl)cc3Cl)cccn12,-2
CN1C(=O)[C@@](O)(c2cn(C)c3ccccc23)c2cc(Br)ccc21,-2
COc1ccc(C(C)(O)c2nc(-c3ccc(F)cc3OC)cs2)cc1 (configuration not stated),-2
Cc1cccc(C)c1-n1nnnc1C1(C)CCC(=O)N1CCOc1ccccc1 (configuration not stated),-4
CC(=O)Nc1cc(-c2cccc(NS(C)(=O)=O)c2)cn2c(-c3cccc(C(F)(F)F)c3)cnc12,-2
O=S1(=O)CC(N2CCN(CCO)CC2)CN1C1CCCC1 (configuration not stated),-3
Cc1ccc(S(=O)(=O)NC(=O)C2(C)CCN2C(=O)COc2ccc(Cl)cc2)nc1 (configuration not stated),-3
CCNC(=O)c1cc2c(c(-c3cccc(-c4ccccc4F)c3)n1)[C@@H](CCO)N(C(=O)CC1CC1)C2,0
O=C(Cn1nc(-c2ccccc2)ccc1=O)Nc1cccc(NC(=O)c2ccccn2)c1,1
CCCNC(=O)C1(C)CCCN(C(=O)Cc2ccc(OC)cc2)C1 (configuration not stated),-1
COC(=O)[C@]12CCCCC=C1N(Cc1cccc3ccccc13)C(=O)[C@H](CC(=O)NCc1ccc(OC)c(OC)c1)C2,0
CCNC(=O)C[C@@H]1C=C[C@@H](NS(=O)(=O)c2ccc(F)cc2)[C@@H](CO)O1,-2
O=C(C(=O)N1CCC(Cc2ccccc2)CC1)c1cccs1,-3
CCCCCCn1cc(CN2CC(N3CCN(Cc4ccccc4F)CC3)CS2(=O)=O)nn1 (configuration not stated),-4
CC(C)(O)C#Cc1ccc(N2C(c3ccsc3)=Cc3ccc(F)cc3C2c2c[nH]c3ccccc23)cc1 (configuration not stated),-1
COCCCNc1ccn2nc(-c3cc(OC)c(OC)c(OC)c3)cc2n1,-2

# The results go on.
SMILES,Wnt act
COC(=O)[C@]12C[C@H](CC(=O)NCc3ccc(OC)c(OC)c3)C(=O)N(Cc3ccccc3)C1=C[C@H](C1CCCC1)O[C@@H]2C,-2
CC(=O)NC(c1ccccc1)c1nc(-c2cccc(F)c2)cs1 (configuration not stated),-1
CCCCn1nnnc1C1(C)CCC(=O)N1Cc1cccs1 (configuration not stated),1
Cc1ccc(S(=O)(=O)NC(=O)C2(C)CCN2C(=O)Cc2ccc(C(C)(C)C)cc2)cc1 (configuration not stated),-1
CC(=O)C1=CCC(c2ccco2)N(S(=O)(=O)c2ccc(C)cc2)C1 (configuration not stated),-1
CC1(C(=O)NCc2ccc3c(c2)OCO3)CCN1Cc1csc2ccccc12 (configuration not stated),-1
COc1ccc(C(C)(O)c2nc(-c3cccc(C(F)(F)F)c3)cs2)cc1 (configuration not stated),-3
O=C(N[C@H](C(=O)N1CCC[C@H]1C(=O)NC1CCCC1)C1CCCCC1)C1CCCC1,-3
COC(=O)[C@]12CCCCC=C1N(Cc1ccc(Cl)cc1Cl)C(=O)[C@H](CC(=O)NCc1cccs1)C2,-1
O=C(Nc1nnc([C@H]2C[C@H](O)[C@@H](CO)O2)s1)Nc1ccccc1Oc1ccccc1,-1
